Screening results from PubChem BioAssay.
RAM inhibit: inhibitors of the yeast RAM network, primary screen, dse1pr::URA3 reporter, 5-FOA selection; inhibition, % at 50 µM; hit rate 1.8% among 190,000; AID 868, 2007; S. cerevisiae dse1pr::URA3 reporter, 5-FOA growth OD615, 2 d; analog-sensitive cbk1-as2 kinase mutant strain;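 active = inhibition above a set limit, 3 SD over mean compound inhibition, cut at about 8.4% in these data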;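 note: 0% = DMSO-only wells with no growth and 100% = 10 µM 1-NA-PP1 full growth; inhibition rescues growth on 5-FOA so higher OD means more RAM inhibition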
bIAP inh: bovine intestinal alkaline phosphatase inhibitors, primary screen, selectivity assay for TNAP inhibitor project, biochemical, bovine IAP, CDP-star luminescence. inhibition, % at 20 µM. 190,000 tested, under 10 active. alkaline phosphatase, intestinal [Bos taurus]. purified bovine IAP, 30 min;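 active = over 50% inhibition of intestinal alkaline phosphatase at 20 µM in the single-dose screen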
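test system = bovine IAP enzyme | medium = DEA buffer 100 mM, pH 9.8, with MgCl2 1.0 mM, ZnCl2 0.02 mM | detection = luminescence | dosing = single compound dose of 20 µM, 2% DMSO final | incubation = 30 min reaction at room temperature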
ROMK mod: ROMK potassium channel modulators, primary screen, cell-based, thallium flux, MLSMR library. hit rate 2% among 130,000. B-score at 10 µM. Tet-inducible ROMK, thallium flux fluorescence; actives lie on both sides. ATP-sensitive inward rectifier potassium channel 1 (Homo sapiens), P48048;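 active = signal ratio slope over the read window, or its plate-corrected B-score, at least 3 SD from the plate mean, either direction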;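 note: B-score of the F/F0 ratio slope over 7 to 12 s after thallium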
Target sequence (P48048 whole entry, looked up): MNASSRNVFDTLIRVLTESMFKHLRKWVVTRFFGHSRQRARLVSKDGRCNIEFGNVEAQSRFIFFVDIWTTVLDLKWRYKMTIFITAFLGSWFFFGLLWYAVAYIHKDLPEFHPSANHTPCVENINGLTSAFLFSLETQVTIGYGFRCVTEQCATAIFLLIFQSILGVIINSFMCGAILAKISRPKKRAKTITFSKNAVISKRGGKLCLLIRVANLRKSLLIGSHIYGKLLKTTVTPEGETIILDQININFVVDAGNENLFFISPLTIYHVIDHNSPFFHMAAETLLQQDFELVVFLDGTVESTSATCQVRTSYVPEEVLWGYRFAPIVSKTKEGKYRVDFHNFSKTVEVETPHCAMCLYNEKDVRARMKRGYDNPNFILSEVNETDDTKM
PPARg SRC-1 ag: PPARgamma agonists recruiting SRC-1 coactivator, primary screen, biochemical; activation, % at 8 µM; Peroxisome proliferator-activated receptor gamma (Homo sapiens), P37231; hit rate 0.41% among 200,000; PPARgamma-SRC-1 coactivator recruitment biochemical assay; in the data active = activation above about 19%;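 note: 0% = DMSO and 100% = reference agonist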
PPARg SRC-2 ag: agonists of PPARg-SRC-2 recruitment, primary screen, biochemical, HTS; Peroxisome proliferator-activated receptor gamma (Homo sapiens), P37231; PPARgamma LBD-SRC-2 recruitment; activation, % at 8 µM; hit rate 0.34% among 200,000; AID 1032, 2008; in the data active = activation above about 22%;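 note: 0% = vehicle and 100% = reference agonist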
S1P3 antag: S1P3 receptor antagonists, primary screen, cell-based; Sphingosine 1-phosphate receptor 3 (Homo sapiens), Q99500; CHO S1P3 NFAT-BLA reporter, FRET fluorescence, antagonist mode; inhibition, % at 4.98 µM; hit rate 0.27% among 170,000; AID 485, 2006;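 active = inhibition above the plate cutoff, the mean inhibition of test wells on that plate plus 3 SD, cut at about 28% in these data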;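 note: cells challenged with S1P at its EC80 of 0.8 µM; blue over green emission ratio from cleaved BLA substrate after 4 h stimulation; 0% = S1P-stimulated wells and 100% = unstimulated DMSO-only wells; some compounds past the cut are filed as inactive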
Target sequence (Q99500 whole entry, looked up): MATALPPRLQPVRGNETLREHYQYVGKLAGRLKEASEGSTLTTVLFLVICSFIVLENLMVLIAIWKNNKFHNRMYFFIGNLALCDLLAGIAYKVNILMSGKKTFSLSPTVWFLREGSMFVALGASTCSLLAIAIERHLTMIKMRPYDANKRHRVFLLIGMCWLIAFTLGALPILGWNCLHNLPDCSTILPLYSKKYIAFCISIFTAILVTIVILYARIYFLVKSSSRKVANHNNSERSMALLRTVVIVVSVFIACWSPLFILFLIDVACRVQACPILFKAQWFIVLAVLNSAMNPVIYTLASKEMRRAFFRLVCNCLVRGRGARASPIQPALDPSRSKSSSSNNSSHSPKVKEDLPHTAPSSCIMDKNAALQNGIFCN
HMGR II inh: inhibitors of E. faecalis class II HMGR, primary screen, biochemical, Enterococcus faecalis; purified E. faecalis HMGR, NADPH absorbance 340 nm kinetic; inhibition, % at 10 µM; hit rate 0.41% among 190,000;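 active = inhibition above a set limit, the median over all tested compounds plus 3 SD, cut at about 9.5% in these data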;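 note: enzyme runs in reverse so mevalonate oxidation gives rising NADPH absorbance; 0% = complete reaction with DMSO and 100% = background rate lacking mevalonate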
DTT redox prof: compounds producing H2O2 with reducing agent – biochemical, NIH compound library profiling, artefact control for MLSCN library redox annotation, primary screen | hit rate 0.03% among 200,000 | DTT-dependent redox cycling H2O2, phenol red/HRP absorbance; 100% = 100 µM peroxide control, 0% = buffer | activation, % at 10 µM;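 active = activation of at least 50% relative to the plate's high and low controls in the primary single-dose screen; inactive = activation below 50%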;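 note: compound incubated with DTT at 0.8 mM final as the reducing agent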
SRC2 TRFRET art: TR-FRET signal artefacts, primary screen, artefact control for PPARgamma SRC-2 agonist project, biochemical; TR-FRET artefact counter-screen; active compounds read high; TR-FRET ratio at 8 µM; hit rate 0.4% among 200,000; AID 1049, 2008; in the data active = TR-FRET ratio above about 2000; note: inactives centre near 1500
PPARg SRC3 recr: PPARgamma agonists recruiting SRC-3 coactivator, primary screen, biochemical. Peroxisome proliferator-activated receptor gamma (Homo sapiens), P37231. biochemical PPARgamma/SRC-3 coactivator recruitment assay. activation, % at 8 µM. hit rate 0.26% among 200,000. AID 731, 2007; in the data active = activation above about 23%;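 note: 0% = DMSO and 100% = reference agonist; some compounds past the cut are filed as inactive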
Lmaj promast: Leishmania major promastigote growth inhibition, primary screen; AID 1063, 2008; inhibition, % at 10 µM; hit rate 9% among 200,000; Leishmania major promastigotes, resazurin fluorescence viability; in the data active = inhibition above about 50%;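 note: promastigotes grown with compound for 44 hours at 28 °C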
* = called active by the depositor; nt = not tested or not shown.

SMILES	RAM inhibit	bIAP inh	ROMK mod	PPARg SRC-1 ag	PPARg SRC-2 ag	S1P3 antag	HMGR II inh	DTT redox prof	SRC2 TRFRET art	PPARg SRC3 recr	Lmaj promast
COc1cc(CC(=O)Nc2ccc(S(=O)(=O)Nc3ncccn3)cc2)cc(OC)c1OC	0.4	-2	nt	-9	4	10	1	0.2	1427	-7	10
Cc1ccc(Cl)cc1N1CCN(C(=O)CN2C(=O)c3cccc4cccc2c34)CC1	2.7	3	-2.8*	4	5	-5	1	0.1	1699	0	0
CC(C)(C)n1nnnc1C(c1cccs1)N(Cc1cccnc1)Cc1ccco1 (stereo not drawn)	0.0	9	nt	0	-1	nt	-8	-3.7	1421	-4	79*
O=C(COC(=O)CCC(=O)c1cccs1)Nc1cccc(S(=O)(=O)N2CCOCC2)c1	4.2	6	nt	-2	1	nt	2	0.7	1735	-6	-1
CCOc1ccc(Nc2oc(-c3ccco3)nc2C#N)cc1	2.1	-1	nt	0	-1	-10	-9	-2.5	1519	-1	25
COc1cc(C(=O)NCCc2cc3c(OC)ccc(OC)c3[nH]c2=O)cc(OC)c1OC	0.9	-9	nt	0	-3	-4	0	-0.8	1484	4	7
COC(=O)c1ccc2c(=O)n(CCN3CCOCC3)c(SCC(=O)C(C)(C)C)nc2c1	-0.1	1	nt	0	-1	nt	-4	0.5	1638	14	7
COc1ccc(NC(=O)c2ccc(NS(=O)(=O)c3c(C)noc3C)cc2)cc1OC	1.9	0	nt	4	5	-23	-4	-0.1	1701	3	-10
O=C(Nc1ccc2c(c1)OCO2)Oc1ccccc1	2.4	12	nt	1	-9	-2	-7	0.8	1433	4	3
C=CCn1c(NC(=O)c2ccc(Br)o2)c(S(=O)(=O)c2ccccc2)c2nc3ccccc3nc21	6.6	-7	nt	34*	6	nt	-4	2.2	1627	27*	-6
Cc1cccc(C(C)(C)C)c1OCCN1CCCC1	0.6	10	0.62	0	2	-14	3	-0.1	1514	-1	6
CC(=O)c1ccc(OC(C)C)c(CSC(=N)N)c1	0.6	22	0.43	-5	-6	-16	-3	-0.2	1615	-4	-1
COc1ccc(C(C)=O)cc1COC(=O)CNC(=O)c1ccc(F)cc1	1.1	-8	-1.2	5	11	5	-4	-0.2	1697	-2	2
O=C(C(Cc1ccccc1)NS(=O)(=O)c1cccc2cccnc12)N1CCc2ccccc21 (stereo not drawn)	1.3	11	nt	8	-2	nt	0	-1.4	1432	-9	94*
CC(C)CCN1C(=O)c2ccc(C(=O)Nc3cccc(S(N)(=O)=O)c3)cc2C1=O	9.0*	11	0.68	14	10	-9	-7	-0.8	1566	1	-5
CCC1Sc2ccccc2N(CC(=O)NCCC2=CCCCC2)C1=O (stereo not drawn)	2.2	3	-2.5	3	-2	nt	2	0.2	1256	-1	1
CC1CCc2onc(C(=O)O)c2C1 (stereo not drawn)	-0.1	5	0.2	-2	1	-5	0	-0.5	1539	-2	-6
Cc1n[nH]c(=O)n1-c1ccc(C(C)C)cc1	0.9	4	0.4	14	4	0	-1	-1.2	1567	4	-4
O=C(CC(C(=O)N1CCc2ccccc21)n1ccnc1)NCC1CCCO1 (stereo not drawn)	1.2	-5	nt	5	-9	-18	-4	1.5	1434	-7	11
COc1cccc(NC(=O)CCSc2nnc3scc(-c4ccccc4)n23)c1	5.1	16	-1.3	8	5	-11	-8	-0.4	1678	0	1
NC(=S)N/N=C/c1ccc(-c2ccc(Cl)c(Cl)c2)o1	2.5	12	nt	0	-11	nt	2	0.8	1702	-6	96*
C/C(=N\Nc1ccccc1)c1cc2ccccc2oc1=O	1.6	-5	-1	5	1	-7	-3	-0.1	1520	4	-5
COc1ccc(CC(=O)NCCc2ccc(S(N)(=O)=O)cc2)cc1	0.0	11	1.5*	-2	2	nt	-2	0.1	1403	-9	-3
COc1ccc(NC(=S)/N=C(\N)Nc2nc(C)c3ccc(C)cc3n2)cc1	0.8	-11	-1.4	-1	4	2	2	-1.0	1410	-2	38
CCC(=O)N(Cc1cc2ccccc2[nH]c1=O)C(C)C	0.3	11	nt	-3	-7	-31	-2	3.4	1501	4	-6

Entries above that bear a hit mark in RAM inhibit:
| Molecule | RAM inhibit | bIAP inh | ROMK mod | S1P3 antag | HMGR II inh | DTT redox prof |
| --- | --- | --- | --- | --- | --- | --- |
| CC(C)CCN1C(=O)c2ccc(C(=O)Nc3cccc(S(N)(=O)=O)c3)cc2C1=O | 9.0* | 11 | 0.68 | -9 | -7 | -0.8 |

New compounds follow:
SMILES	RAM inhibit	bIAP inh	ROMK mod	PPARg SRC-1 ag	PPARg SRC-2 ag	S1P3 antag	HMGR II inh	DTT redox prof	SRC2 TRFRET art	PPARg SRC3 recr	Lmaj promast
COc1ccccc1NC(NC(=O)c1ccccn1)C(Cl)(Cl)Cl (stereo not drawn)	0.0	13	nt	-9	2	-13	-2	0.1	1447	-5	2
O=C1C2C3C=CC(C3)C2C(=O)N1c1ccc2ccccc2n1 (stereo not drawn)	1.4	-4	0.82	4	8	nt	-3	1.0	1519	-1	-2
CSc1nsc2nc(=O)c(/C=C3\C(C)=Nc4ccc(C)cc43)c(N)n12	9.3*	23	0.51	10	-2	3	-2	-1.0	1680	7	-6
COc1ccc(C2CC(=O)Oc3c2c(=O)n(C)c2ccccc32)c(OC)c1OC (stereo not drawn)	0.1	-3	-0.38	-3	-3	-7	3	-0.3	1580	-2	-5
CCOC(=O)CNC(=O)c1ccc(OCC(F)(F)F)cc1	1.2	-16	1	9	5	1	0	-2.2	1645	1	-2
CCOc1ccc(OCC)c(NC(=O)CN2CCN(c3cccc(C)c3)C(C)C2)c1 (stereo not drawn)	-0.1	17	1.3	3	-2	nt	2	-0.6	1686	0	3
CC(=O)OC(COc1ccccc1)Cn1cnc2cc(C)c(C)cc21 (stereo not drawn)	-0.3	-18	-0.51	7	-1	18	1	-0.1	1510	3	6
CCC(C(=O)O/N=C(\N)c1ccc(C)cc1)c1ccccc1 (stereo not drawn)	2.1	20	-1.2	-1	-6	nt	-4	0.1	1455	-1	17
COC(=O)c1ccc(CC(=O)c2ccc(O)cc2O)o1	3.0	-1	-1.6	3	-2	-5	-8	1.7	1597	-3	-5
CCCCOc1ccc(-c2nc(SCC(N)=O)n[nH]2)cc1	-0.8	10	nt	2	-3	nt	0	1.3	1301	1	4
CC(=O)Nc1ccc(S(=O)(=O)NC2(C(F)(F)F)N=C(c3ccccc3)NC2=O)cc1 (stereo not drawn)	0.7	2	nt	7	-9	nt	1	0.2	1407	-7	-4
CCSC(=O)N(CC)CC(=O)Nc1c(CC)cccc1CC	1.4	10	0.32	-5	-8	nt	-4	0.6	1530	-6	8
COC(=O)[C@H](Cc1ccccc1)NC(=O)Nc1ccc(S(N)(=O)=O)cc1	0.6	14	nt	2	-4	-48	-4	0.7	1395	-11	2
Cc1nnc(SCC(=O)Nc2ccccc2N2CCOCC2)s1	1.1	14	nt	-3	11	-16	-1	-0.4	1580	5	-1
Cc1nn(-c2ccccc2)c(Cl)c1/C=N/NC(=O)c1ccc(CNc2ccccc2)o1	0.4	-5	nt	-1	4	28*	-1	0.0	1402	5	5
Cc1[nH]c2ccccc2c1/C=N/NC(=S)NCc1ccccc1	1.2	8	-0.031	5	-2	-16	0	-1.9	1692	-1	2
COc1cc(OC)cc(N(C(=O)c2ccco2)C(C(=O)NC2CCCC2)c2ccc(N(C)C)cc2)c1 (stereo not drawn)	3.2	6	nt	3	2	-5	0	-0.7	1408	0	17
CC1(C)CC(CCNS(=O)(=O)c2ccccc2)(c2ccccc2)CCO1 (stereo not drawn)	0.0	15	0.26	2	5	5	2	-0.4	1520	2	100*
S=C(Nc1ccc(Cl)c(Cl)c1)NC1CCN(Cc2ccccc2)CC1	1.8	5	nt	-7	-2	nt	-7	2.5	1467	-7	95*
O=C(C[n+]1ccccc1)N1CCCc2ccccc21	0.4	-1	0.5	6	0	-2	-4	0.0	1599	-1	-7
CC(C)NC(=O)c1cnc(N2CCN(c3ccccn3)CC2)c2ccccc12	0.4	-7	-1	6	14	0	-6	-0.8	1737	22	3
CCOC(=O)c1csc(-n2nc(C)cc2C(F)(F)F)n1	0.0	-2	-0.62	12	1	-22	-1	-2.3	1627	5	32
COC(=O)c1ccsc1NC(=O)C1=COCCO1	-0.2	6	nt	3	1	-14	-12	0.4	1449	-6	5
Cc1ccc(OCc2nnc(SCc3cc(=O)[nH]c4ccccc34)o2)cc1	5.8	3	nt	-1	3	-5	-4	0.1	1599	-6	-2
CCc1nnc(NC(=O)CSc2nnc(-c3cc4ccccc4cc3O)n2CC)s1	2.0	-20	nt	5	-3	-47	-1	-2.1	1632	5	-15

Following part.
SMILES	RAM inhibit	bIAP inh	ROMK mod	PPARg SRC-1 ag	PPARg SRC-2 ag	S1P3 antag	HMGR II inh	DTT redox prof	SRC2 TRFRET art	PPARg SRC3 recr	Lmaj promast
Cc1nc(NC(=O)/C=C/c2ccco2)sc1C	2.6	-1	1.8	9	3	-9	-9	-0.7	1713	7	-7
C[C@@H]1CN(C(=O)c2nc3ccc(Cl)cn3c2CNCC[C@@H]2C[C@@H]3C=C[C@H]2C3)C[C@H](C)O1	-0.4	2	-1.2	5	3	4	-3	-0.5	1427	3	4
COc1cccc(CNC(=O)C2=Cc3cccc(OC)c3OC2)c1	2.6	-4	0.0095	2	-4	-13	-5	-0.7	1492	-1	1
CCCCCOCC(O)CCC(=O)NN (stereo not drawn)	-0.3	-4	-0.23	9	12	nt	0	-5.3	1646	10	-8
CCn1c(CNC(=O)COC)nc2ccccc21	2.9	7	nt	-1	-1	-43	-5	-1.1	1621	-4	-1
COc1ccc(OC)c(C(C)NC(=O)Nc2ccccc2)c1 (stereo not drawn)	1.1	-4	0.041	-3	1	-6	0	-0.3	1340	2	2
O=C(CN1C(=O)NC2(CCCCCC2)C1=O)NCc1cccs1	0.6	5	-0.98	-7	0	8	-4	-0.2	1361	1	0
O=C(c1ccc([N+](=O)[O-])cc1)N1CCC(n2nnc3cc(F)ccc32)CC1	1.4	0	nt	2	1	-7	-3	0.1	1662	-1	10
Cc1ccc(OCc2nnc(SCC(=O)c3ccccc3)n2-c2ccccc2)cc1	9.4*	2	-1.8	-2	10	nt	-1	0.9	1633	-8	100*
Cc1cc(C)c(C(N)=O)c(Nc2ccc3c(c2)OCCO3)n1	3.8	2	nt	0	9	nt	1	-1.1	1766	4	2
COc1cc(C(=O)N(Cc2cc3cc(C)ccc3[nH]c2=O)CC2CCCO2)cc(OC)c1OC (stereo not drawn)	0.5	0	0.54	1	-5	-2	-4	-1.6	1411	-6	0
